Bioassay records deposited in PubChem BioAssay by Sanford-Burnham Center for Chemical Genomics.
ATG4B inh = ATG4B protease inhibitors, primary screen, biochemical, fluorescence, uHTS; 340,000 compounds, 0.51% hits; inhibition, % at 8.33 µM; Cysteine protease ATG4B (Homo sapiens), Q9Y4P1; ATG4B cleavage of LC3-PLA2, NBD-HPC fluorescence, 1 h; in the data active = inhibition above about 40%
Target sequence (Q9Y4P1 whole entry, looked up): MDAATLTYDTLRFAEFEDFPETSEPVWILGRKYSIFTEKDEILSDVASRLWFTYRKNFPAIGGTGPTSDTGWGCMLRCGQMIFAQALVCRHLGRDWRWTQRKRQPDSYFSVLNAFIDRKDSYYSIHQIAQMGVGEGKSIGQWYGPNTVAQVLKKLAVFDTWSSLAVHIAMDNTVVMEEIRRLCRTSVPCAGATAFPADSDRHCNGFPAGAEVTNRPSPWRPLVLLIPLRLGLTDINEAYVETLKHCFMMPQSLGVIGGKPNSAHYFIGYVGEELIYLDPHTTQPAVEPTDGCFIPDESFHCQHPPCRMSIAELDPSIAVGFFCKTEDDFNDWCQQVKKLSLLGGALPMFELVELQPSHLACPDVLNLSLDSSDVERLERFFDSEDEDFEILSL
mIAP act = activators of mouse IAP, primary screen, biochemical, luminescence, uHTS | muIAP, CDP-Star luminescence, 30 min; stronger effect = higher value; 1 = vehicle-only enzyme signal, 0 = enzyme-free wells | 330,000 compounds, 0.24% hits | intestinal alkaline phosphatase [Mus musculus] | activation factor at 10 µM;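 active = activation factor of at least 2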; note: the source names both 10 and 20 µM as test concentration; values of inactives mirror those of a sister screen read the other way
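also added = chemiluminescent substrate CDP-Star | test system = mouse IAP enzyme | signal = chemiluminescence readout | compound = DMSO-dissolved test compounds | incubation = 30 min at room temperature | benchmarks = DMSO wells, no-enzyme wells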
PfG6PD inh = PfG6PD enzyme inhibitors, primary screen, biochemical, fluorescence intensity, uHTS | inhibition, % at 20 µM | glucose-6-phosphate dehydrogenase-6-phosphogluconolactonase (Plasmodium falciparum 3D7) | PfGluPho enzyme, NADPH resazurin-diaphorase fluorescence | 350,000 compounds, 0.78% hits;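 active = inhibition reaching at least a set limit at 20 µM in the primary screen, cut at about 59% in these data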;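 note: 0% = DMSO wells with substrate and 100% = DMSO wells lacking glucose-6-phosphate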
hIAP activ = human IAP activators, primary screen, biochemical, luminescence, uHTS; purified human IAP, CDP-Star luminescence, 30 min; stronger effect = higher value; 1 = vehicle-only enzyme, 0 = enzyme-free background; 330,000 compounds, 0.16% hits; Intestinal-type alkaline phosphatase (Homo sapiens), P09923; activation factor at 10 µM;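 active = activation factor of the enzyme at least 2-fold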; note: the source names both 10 and 20 µM as test concentration; values of inactives mirror those of a sister screen read the other way
APOBEC3A inh = APOBEC3A ssDNA deaminase inhibitors, primary screen, selectivity assay for APOBEC3G inhibitor project, biochemical, FAM/TAMRA oligo cleavage fluorescence; DNA dC->dU-editing enzyme APOBEC-3A (Homo sapiens), P31941; recombinant A3A, FAM/TAMRA ssDNA deamination fluorescence; inhibition, % at 20 µM; 330,000 compounds, 0.41% hits;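 active = at least 40% inhibition at 20 µM here, with at most 30% in a related deaminase screen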;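 note: plate controls were A3A with DMSO for no effect and wells lacking A3A enzyme for full effect; some results filed as inactive read as strong as hits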
Target sequence (P31941 whole entry, looked up): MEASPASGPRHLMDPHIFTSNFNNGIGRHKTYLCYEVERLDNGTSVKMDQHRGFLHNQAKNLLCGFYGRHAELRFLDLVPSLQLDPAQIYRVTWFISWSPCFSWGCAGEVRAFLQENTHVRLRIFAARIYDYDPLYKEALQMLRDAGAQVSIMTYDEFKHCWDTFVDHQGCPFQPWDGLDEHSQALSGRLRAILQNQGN
mIAP inh = inhibitors of mouse IAP, primary screen, biochemical, luminescence, uHTS; purified mouse IAP, CDP-Star luminescence, 30 min; 330,000 compounds, 0.2% hits; inhibition, % at 10 µM; intestinal alkaline phosphatase [Mus musculus]; AID 2806, 2010;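 active = inhibition of at least 40% at 10 µM in the primary screen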;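 note: plate controls were DMSO with enzyme for no effect and no enzyme wells for full effect; values of inactives mirror those of a sister screen read the other way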
HKDC1 inh = HKDC1 hexokinase inhibitors, primary screen, biochemical, fluorescence, uHTS | Q2TB90 | inhibition, % at 20 µM | recombinant HKDC1, G6PDH/diaphorase resazurin coupled fluorescence | AID 493160, 2011 | 340,000 compounds, 0.16% hits;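 active = inhibition above about 35% when tested at 20 µM, limit read from the data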;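 note: plate controls were DMSO wells with enzyme for no effect and DMSO wells lacking enzyme for full effect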
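Test system: recombinant HKDC1 (HK5) hexokinase enzyme, produced in-house / Doses: 20 µM test compound, 1% DMSO / Timing: 90 min, room temperature / Detection: G6PDH/diaphorase-coupled fluorescence, 1 mM NADP, 100 µM resazurin, 525/613 nm / Control set: DMSO wells with and without enzyme mix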
hIAP block = human IAP inhibitors, primary screen, biochemical, luminescence, uHTS; 330,000 compounds, 0.12% hits; AID 2544, 2010; purified IAP, CDP-Star luminescence, 30 min; Intestinal-type alkaline phosphatase (Homo sapiens), P09923; inhibition, % at 10 µM;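 active = inhibition reaching a set limit with compound at 10 µM in the primary screen, cut at about 35% in these data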;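 note: plate controls were DMSO wells with enzyme for no effect and no-enzyme buffer wells for full effect; values of inactives mirror those of a sister screen read the other way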
* hit, by the source's call.

entry	molecule	ATG4B inh	mIAP act	PfG6PD inh	hIAP activ
1	O=C(OCCc1cc2ccccc2c(=O)o1)N1CCOCC1	2.0	0.974	-3.8	1.1
2	C[C@H](CO)N1C[C@H](C)[C@@H](CN(C)Cc2ccccc2)Oc2c(NC(=O)C3CCCCC3)cccc2C1=O	-15.5	1.16	24.7	0.916
3	Nc1nncn1C(=O)CCCN1C(=O)c2ccccc2C1=O	-5.6	0.968	-15.1	1.22
4	COc1cc(-c2cccs2)cc(=O)c2c(C)oc(C)c12	16.0	0.717	5.5	1.13
5	CC(=O)c1ccc(NC(=S)NNC(=O)c2ccncc2)cc1	18.8	0.841	-8.0	1.18
6	COC(=O)c1[nH]c(=O)c2ccccc2c1O	-13.2	0.995	-71.7	0.903
7	COc1ccc(C2(c3ccc(OC)cc3)NC(=O)N(CC(=O)N(C)C)C2=O)cc1	-10.2	0.998	-7.4	1.13
8	NS(=O)(=O)c1ccc(CCNC(=O)[C@@H]2CCCN2S(=O)(=O)c2ccccc2F)cc1	2.3	0.905	-16.9	1.02
9	O=C(NNc1ccc(-c2csnn2)cc1)c1ccccc1C(F)(F)F	5.3	0.954	2.4	1.08
10	CCOc1ccc(-c2nnn(CC(=O)c3cc(OC)ccc3OC)n2)cc1	1.2	0.946	-4.0	0.97
11	O=S(=O)(/N=C(/Nc1cccc2ccccc12)c1ccccc1)c1cccs1	0.3	0.873	5.3	1.01
12	O=C(/C=C/c1ccc(O)c(O)c1)NC(=O)c1ccccc1O	-5.9	0.519	-10.2	0.432
13	Cc1ccc(N(C(=O)c2nsc(Cl)c2Cl)C(C(=O)NC2CCCC2)c2ccc(O)cc2)cc1C (configuration not stated)	-11.8	1.03	13.5	0.863
14	O=C1C=C(NCc2ccncc2)CC(c2ccccc2)C1 (configuration not stated)	1.5	1.03	-3.4	0.911
15	CCN(Cc1ccncc1)C(=O)c1ccc2c(c1)S(=O)(=O)c1ccccc1C2=O	-4.9	0.998	3.5	0.968

entry	APOBEC3A inh	mIAP inh	HKDC1 inh	hIAP block
1	-0.4	2.6	1.1	-10.0
2	-5.6	-15.5	1.8	8.4
3	-3.5	3.2	-2.3	-21.7
4	27.4	28.3	12.9	-12.6
5	-9.1	15.9	-5.7	-18.2
6	-0.4	0.5	1.4	9.7
7	-9.1	0.2	-3.5	-12.7
8	-2.1	9.5	-6.9	-2.5
9	-3.0	4.6	-4.9	-8.3
10	0.0	5.4	-2.8	3.0
11	-0.5	12.7	3.7	-0.9
12	-2.4	48.1*	8.6	56.8*
13	-1.8	-2.8	-0.2	13.7
14	-2.0	-3.2	-3.2	8.9
15	-1.0	0.2	2.3	3.2

(next part)
entry	molecule	ATG4B inh	mIAP act	PfG6PD inh	hIAP activ
16	Cc1cccc(C(=O)Nc2ccccc2C(=O)Nc2ccc(C(=O)O)cc2)c1	-6.3	0.96	1.3	1.11
17	COC(=O)c1cc(Nc2cc(C)c3ccc(O)cc3n2)cc(C(=O)OC)c1	-9.5	0.937	-3.8	1.02
18	Cc1c(CC(=O)O)c(=O)oc2c(C)c(OCc3nn[nH]n3)ccc12	1.2	1.05	-18.1	0.962
19	Cc1cc(C)n(-c2ccc(C(=O)N3CC(C)OC(C)C3)cc2)n1 (configuration not stated)	-1.0	1	-14.3	1.1
20	COc1cc(CC(=O)Nc2sccc2C(N)=O)cc(OC)c1OC	-4.5	0.926	6.5	0.918
21	CCOc1ccc(N(CC(=O)Nc2ccccc2C(=O)NCc2ccco2)S(C)(=O)=O)cc1	-0.2	0.996	1.0	0.913
22	O=C(Cc1ccccc1)NNC(=O)c1ccccc1C(=O)O	-3.5	1	-2.9	0.768
23	Nc1nc(NCc2c(F)cccc2Cl)nn1-c1ccccc1	-6.5	0.949	0.2	1.03
24	Cc1ccc(O)c(C2=Nc3ccccc3C2(C)C)c1	3.3	1.17	14.9	1.1
25	CC(=O)Nc1ccc(S(=O)(=O)N2CCC(C(N)=O)(N3CCCCC3)CC2)cc1	-1.7	1	-4.6	1.11
26	CCC(=O)Nc1cc(Cl)ccc1C(=O)O	5.3	0.985	8.1	1.01
27	Cc1cccc(OCC(=O)N/N=C/c2cccn2C)c1	-6.8	1.02	1.7	0.786
28	O=C(O)CSc1cc(C(=O)c2cc(F)ccc2O)cn2c(=O)c3c(-c4ccccc4)csc3nc12	16.7	0.875	-14.8	0.983
29	CCOC(=O)c1ccc(NC(=O)CCNS(=O)(=O)c2cccs2)cc1	1.2	1.02	-2.3	0.796
30	COc1ccc(OCCC(=O)OCC(=O)Nc2ccc(Br)cc2)cc1	-0.6	0.949	-10.8	0.91

entry	APOBEC3A inh	mIAP inh	HKDC1 inh	hIAP block
16	0.2	4.0	-2.5	-11.0
17	2.7	6.3	-6.9	-2.4
18	2.1	-4.7	4.8	3.8
19	1.0	0.0	-6.8	-10.3
20	-0.8	7.4	2.0	8.2
21	-0.8	0.4	16.5	8.7
22	0.7	0.0	-4.3	23.2
23	2.4	5.1	0.1	-3.5
24	-3.5	-17.0	3.6	-10.5
25	-4.0	-0.2	-4.4	-11.2
26	-1.0	1.5	-4.1	-1.4
27	-0.3	-1.6	-4.6	21.4
28	-7.9	12.5	13.9	1.7
29	4.8	-1.7	1.1	20.4
30	-2.1	5.1	15.4	9.0

Following part
entry	molecule	ATG4B inh	mIAP act	PfG6PD inh	hIAP activ
31	O=C(COC(=O)c1ccccc1O)Nc1cccc2ccccc12	-3.5	0.987	-8.0	0.937
32	O=C(CC1C(=O)NCCN1CC1CCCCC1)NC1(c2ccccc2)CC1 (configuration not stated)	-7.9	0.973	-2.3	0.996
33	O=C(CN1CCOCC1)Nc1ccc(Oc2ccccc2)cc1	-8.3	0.942	7.5	1.02
34	N#Cc1nc(COc2ccccc2)oc1N1CCOCC1	4.9	0.941	-18.1	1.2
35	Cc1cccc(N2CCN(S(=O)(=O)c3c(C)nc4scc(C)n4c3=O)CC2)c1C	8.6	0.97	-12.9	0.928
36	CC1CCN(CCCNC(=O)c2cc3sccc3n2C)CC1	-4.8	1	1.5	1.07
37	CC1(C)CC(=O)C=C(NC2CCCCCCC2)C1	-7.5	1.06	2.8	0.853
38	Cc1ccc(C)c(NC(=O)c2ccc(OCc3c(C)noc3C)cc2)c1	1.2	0.994	1.5	0.973
39	CC(Oc1ccc(Cl)cc1Cl)C(=O)Nc1ncccn1 (configuration not stated)	-11.0	0.958	7.7	1.15
40	O=C(Nc1ccnn1C1CCN(Cc2c(F)cccc2Cl)CC1)C1CCCC1	20.5	1.15	-4.4	1.42
41	COc1cccc(NS(=O)(=O)c2ccc3c(c2)CC(=O)N3)c1	1.2	1.06	-3.5	0.89
42	Cc1cccc(OCC(=O)N/N=C2/SCC(=O)N2Cc2ccco2)c1	-4.8	0.937	4.7	1.02
43	CCCOc1ccc(N2C(=O)CC(SC(=NCC)NCC)C2=O)cc1 (configuration not stated)	2.9	0.999	-8.1	1.21
44	CCc1ccc(OCC(=O)N2CCN(c3ccccn3)CC2)c(Br)c1	-8.6	1.03	8.3	0.926
45	CCc1cc(CNC(=O)c2ccc3nc(Cc4ccc(OC)c(OC)c4)oc3c2)on1	13.9	1.01	-13.7	1.21

entry	APOBEC3A inh	mIAP inh	HKDC1 inh	hIAP block
31	-0.1	1.3	-5.1	6.3
32	0.1	2.7	-8.9	0.4
33	-2.5	5.8	-0.7	-1.7
34	-1.8	5.9	-6.8	-20.3
35	-4.0	3.0	-2.3	7.2
36	-0.9	-0.2	-5.6	-6.6
37	-2.5	-6.1	0.5	14.7
38	-5.8	0.6	-0.7	2.7
39	-0.1	4.2	-4.6	-14.9
40	-5.4	-15.1	1.5	-42.1
41	0.9	-6.2	-1.2	11.0
42	-1.4	6.3	9.0	-2.2
43	7.0	0.1	-7.6	-20.8
44	-2.0	-3.4	-2.8	7.4
45	-7.1	-1.1	-3.2	-21.0

More structures follow.
entry	molecule	ATG4B inh	mIAP act	PfG6PD inh	hIAP activ
46	N#CC1=C(N)SC(N)=C(C#N)C1c1c(Cl)cccc1Cl	2.0	0.85	40.5	1.11
47	Cc1ccccc1CC(=O)NCCN1CCCCC1	6.2	1.06	-7.6	1.11
48	CC(C)CCOC(=O)C1[C@H]2C(=O)N(Cc3cccs3)C[C@]23C=C[C@H]1O3 (some centres not stated)	2.9	1	1.9	1.2
49	CCC(=O)Nc1cccc(Br)c1	1.6	0.961	-4.1	0.958
50	CC1=C/C(=N\OC(=O)/C=C/c2ccccc2)C(C)=CC1=O	2.6	0.957	25.1	0.915

entry	APOBEC3A inh	mIAP inh	HKDC1 inh	hIAP block
46	-5.8	15.0	8.4	-11.4
47	-3.1	-5.7	-3.3	-11.0
48	2.2	-0.1	-4.0	-19.9
49	1.9	3.9	-4.5	4.2
50	0.1	4.3	10.1	8.5

A stretch from further up, for reference:
entry	molecule	ATG4B inh	mIAP act	PfG6PD inh	hIAP activ
38	Cc1ccc(C)c(NC(=O)c2ccc(OCc3c(C)noc3C)cc2)c1	1.2	0.994	1.5	0.973
39	CC(Oc1ccc(Cl)cc1Cl)C(=O)Nc1ncccn1 (configuration not stated)	-11.0	0.958	7.7	1.15
40	O=C(Nc1ccnn1C1CCN(Cc2c(F)cccc2Cl)CC1)C1CCCC1	20.5	1.15	-4.4	1.42
41	COc1cccc(NS(=O)(=O)c2ccc3c(c2)CC(=O)N3)c1	1.2	1.06	-3.5	0.89
42	Cc1cccc(OCC(=O)N/N=C2/SCC(=O)N2Cc2ccco2)c1	-4.8	0.937	4.7	1.02
43	CCCOc1ccc(N2C(=O)CC(SC(=NCC)NCC)C2=O)cc1 (configuration not stated)	2.9	0.999	-8.1	1.21
44	CCc1ccc(OCC(=O)N2CCN(c3ccccn3)CC2)c(Br)c1	-8.6	1.03	8.3	0.926
45	CCc1cc(CNC(=O)c2ccc3nc(Cc4ccc(OC)c(OC)c4)oc3c2)on1	13.9	1.01	-13.7	1.21
46	N#CC1=C(N)SC(N)=C(C#N)C1c1c(Cl)cccc1Cl	2.0	0.85	40.5	1.11
47	Cc1ccccc1CC(=O)NCCN1CCCCC1	6.2	1.06	-7.6	1.11

entry	APOBEC3A inh	mIAP inh	HKDC1 inh	hIAP block
38	-5.8	0.6	-0.7	2.7
39	-0.1	4.2	-4.6	-14.9
40	-5.4	-15.1	1.5	-42.1
41	0.9	-6.2	-1.2	11.0
42	-1.4	6.3	9.0	-2.2
43	7.0	0.1	-7.6	-20.8
44	-2.0	-3.4	-2.8	7.4
45	-7.1	-1.1	-3.2	-21.0
46	-5.8	15.0	8.4	-11.4
47	-3.1	-5.7	-3.3	-11.0
